RTF Ca sens act: cardiac RTF calcium sensitization. P19429+P45379. 0.24% of 340,000 active. activation, % at 7.2 µM. IANBD-labeled TnC RTF fluorescence at EC20 calcium; 0% EC20 calcium, 100% full calcium;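 active = activation above the mean over all tested compounds plus 3 SD, cut at about 30% in these data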;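 note: rise in fluorescence read as greater calcium sensitivity of cardiac thin filaments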
Wnt act: Wnt/beta-catenin pathway activation | Wnt/beta-catenin reporter cell assay, activator, plate reader | activation, % at 9.35 µM | 1.2% of 300,000 active | AID 743398; in the data active = activation above about 30%, passing the limit was not always enough;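 note: 0% = neutral control wells and 100% = positive control wells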
MITF TRPM1 HTS: activators of MITF-driven TRPM1 promoter activity in SK-MEL-5 cells. activation, % at 12.5 µM. 0.75% of 300,000 active. AID 588334. SK-MEL-5 TRPM1-promoter luciferase, 24 h; % of positive control, neutral wells = 0;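 active = mean activation of at least 80% with every replicate also reaching 80%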;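 note: 0% = neutral control wells and 100% = parthenolide positive control wells; values of inactives mirror those of a sister screen read the other way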
Rtt109 HAT inh: C. albicans Rtt109 histone acetyltransferase inhibition | 0.16% of 330,000 active | purified Rtt109/Vps75, ThioGlo CoA-SH fluorescence, 4 h | AID 540336 | inhibition, % at 34.9 µM | Q5AAJ8;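 active = inhibition of at least 50% in every replicate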
Target sequence (Q5AAJ8 whole entry, looked up): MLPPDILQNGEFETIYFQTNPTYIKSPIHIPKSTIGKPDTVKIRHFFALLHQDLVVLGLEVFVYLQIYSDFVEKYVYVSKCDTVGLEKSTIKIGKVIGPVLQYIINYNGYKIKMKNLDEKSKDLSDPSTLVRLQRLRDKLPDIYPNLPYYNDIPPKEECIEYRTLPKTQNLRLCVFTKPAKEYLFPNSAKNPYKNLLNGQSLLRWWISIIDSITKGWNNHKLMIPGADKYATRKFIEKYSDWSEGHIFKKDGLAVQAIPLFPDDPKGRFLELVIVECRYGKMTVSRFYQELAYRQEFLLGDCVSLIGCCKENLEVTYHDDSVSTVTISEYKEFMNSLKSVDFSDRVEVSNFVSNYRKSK
CDK5 p35 inh: blocks human CDK5/p35 kinase activity; Recombinant CDK5/p35, ADP-Glo luminescence, 60 min; inhibition, % at 10 µM; 0.01% of 330,000 active; AID 488839;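 active = highest replicate inhibition of at least 50% and at least 75% of replicates reaching 50%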;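 note: plate controls were DMSO neutral control for no effect and GW8510 at 10 µM for full effect; many of its hits are not listed in these tables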
PvdQ acylase: P. aeruginosa PvdQ acylase inhibition | purified PvdQ acylase, fluorescence plate reader | inhibition, % at 10 µM | 0.063% of 340,000 active; in the data active = inhibition above about 30%, passing the limit was not always enough;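 note: 0% = vehicle neutral wells and 100% = reference inhibitor wells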
HTR5A ag ctr: counter-screen for OPRM1-OPRD1 agonists: human HTR5A agonism | P47898 | HTR5A agonist assay, luminescence, cell-based | activation, % at 9.3 µM | 0.61% of 340,000 active | AID 504692; in the data active = activation mostly above about 9.5%, no sharp cut-off; inactive = mostly below about 7.6%;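 note: 0% = cells with vehicle only and 100% = reference agonist; strong numbers were not always called active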
Target sequence (P47898 whole entry, looked up): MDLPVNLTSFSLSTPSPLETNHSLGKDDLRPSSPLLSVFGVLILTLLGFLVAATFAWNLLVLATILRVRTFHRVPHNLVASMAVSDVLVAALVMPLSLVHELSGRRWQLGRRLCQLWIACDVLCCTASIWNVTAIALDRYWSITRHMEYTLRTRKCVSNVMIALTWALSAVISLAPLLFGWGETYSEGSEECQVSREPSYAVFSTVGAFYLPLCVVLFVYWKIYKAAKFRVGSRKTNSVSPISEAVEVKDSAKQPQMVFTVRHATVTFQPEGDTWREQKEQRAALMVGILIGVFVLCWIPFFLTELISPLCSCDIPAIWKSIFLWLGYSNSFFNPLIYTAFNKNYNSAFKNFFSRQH
dFosB act: enhances mouse delta FosB homodimer DNA binding. P13346. purified delta FosB, TAMRA-CDK5 oligo fluorescence polarization; percent of positive-control signal above neutral wells. activation, % at 25 µM. 0.99% of 340,000 active;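 active = mean activation above about 17%, with every replicate also reaching it, limit read from the data, passing the limit was not always enough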;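 note: fluorescence polarization rise as delta FosB binds a TAMRA Cdk5 AP-1 oligo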
Target sequence (P13346 whole entry, looked up): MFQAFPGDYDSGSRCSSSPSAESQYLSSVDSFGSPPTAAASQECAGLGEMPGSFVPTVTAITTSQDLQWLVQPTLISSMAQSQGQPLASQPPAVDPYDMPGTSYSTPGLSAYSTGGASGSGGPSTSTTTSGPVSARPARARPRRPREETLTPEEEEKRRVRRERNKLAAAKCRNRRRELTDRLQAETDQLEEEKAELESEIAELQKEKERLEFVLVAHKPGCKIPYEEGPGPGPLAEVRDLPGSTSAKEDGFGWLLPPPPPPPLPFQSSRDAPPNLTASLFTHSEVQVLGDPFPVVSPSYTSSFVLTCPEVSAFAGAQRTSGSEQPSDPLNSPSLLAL
SR-BI HDL uptake: inhibitors of mouse SR-BI mediated HDL lipid uptake; inhibition, % at 12.5 µM; Q61009; 0.96% of 320,000 active; AID 488896; ldlA[mSR-BI] CHO cells, DiI-HDL uptake fluorescence, 3 h;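 active = mean replicate inhibition of at least 70% and a set share of replicates each scoring 70 or more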;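 note: 0% = median of neutral control wells and 100% = median of positive control wells; values of inactives mirror those of a sister screen read the other way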
SR-BI DiI-HDL act: SR-BI HDL lipid transfer activation; activation, % at 12.5 µM; 0.096% of 320,000 active; CHO ldlA[mSR-BI] cells, DiI-HDL uptake fluorescence, 3 h; 100 = double the neutral-control signal; AID 504775;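 active = mean replicate activation of at least 60% and every replicate at or above 60%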;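 note: 0% = median plate neutral-control signal and 100% = twice that signal; values of inactives mirror those of a sister screen read the other way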
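material = CHO ldlA[mSR-BI] cells | medium = Ham's F12 with 0.5% BSA, HEPES 25 mM, pH 7.4 | reagent = fluorescent DiI-HDL, 10 µg/mL final | compound dosing = single-point compound dose | incubation = 3 h, 37 °C | measured by = bottom-read fluorescence, 550/595 nm | measure = HDL uptake via cellular fluorescence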
* hit, by the source's call.

O=C(NCCN1CCN(Cc2ccccc2)CC1)Nc1cc(Cl)cc(Cl)c1 was read as RTF Ca sens act 4, Wnt act -2, MITF TRPM1 HTS -6, Rtt109 HAT inh 2, CDK5 p35 inh 1.1, PvdQ acylase -9, HTR5A ag ctr 0, dFosB act -16, SR-BI HDL uptake -7 and SR-BI DiI-HDL act 7.
COc1ccc(-c2cc3ccccc3oc2=O)cc1NC(=O)c1cccnc1 was read as RTF Ca sens act -1, MITF TRPM1 HTS 25, Rtt109 HAT inh 1, CDK5 p35 inh -1.5, PvdQ acylase 9, HTR5A ag ctr 5, dFosB act -8, SR-BI HDL uptake 40 and SR-BI DiI-HDL act -40.
`Cc1cc(-n2c(C)cc(C(=O)COc3ccccc3[N+](=O)[O-])c2C)no1` gave RTF Ca sens act 6, Wnt act -1, MITF TRPM1 HTS 32, Rtt109 HAT inh -4, CDK5 p35 inh -0.2, PvdQ acylase -6, HTR5A ag ctr -1, dFosB act -8, SR-BI HDL uptake 45 and SR-BI DiI-HDL act -45.
`COc1ccc(NC(=O)N(C)C[C@H]2Oc3ccc(NC(=O)CCN4CCOCC4)cc3C(=O)N([C@@H](C)CO)C[C@H]2C)cc1` gave RTF Ca sens act 8, Wnt act -2, MITF TRPM1 HTS -4, Rtt109 HAT inh -3, CDK5 p35 inh 0.7, PvdQ acylase -17, HTR5A ag ctr -1, dFosB act -9, SR-BI HDL uptake -27 and SR-BI DiI-HDL act 27.
Screening COC(CNC(=O)C1CCCCC1C(=O)O)OC (stereo not drawn) returned RTF Ca sens act 6, MITF TRPM1 HTS -14, Rtt109 HAT inh -4, CDK5 p35 inh -2.8, PvdQ acylase 5, HTR5A ag ctr -1, dFosB act 4, SR-BI HDL uptake 3 and SR-BI DiI-HDL act -3.
Screening CCn1c(=O)c2cc(C(=O)N(C)c3ccc(OC)cc3OC)sc2c2ccccc21 returned RTF Ca sens act 0, Wnt act 0, MITF TRPM1 HTS 2, Rtt109 HAT inh 0, CDK5 p35 inh 3.9, PvdQ acylase 12, HTR5A ag ctr 2 and dFosB act -29.
Screening COc1ccc2cc(C(=O)C3CCCN(C(=O)Cc4c(C)noc4C)C3)ccc2c1 (stereo not drawn) returned RTF Ca sens act 0, Wnt act 1, MITF TRPM1 HTS -3, Rtt109 HAT inh -3, CDK5 p35 inh 0.4, PvdQ acylase -11, HTR5A ag ctr -6, dFosB act -2, SR-BI HDL uptake 26 and SR-BI DiI-HDL act -26.
Screening CCCCN(CC)S(=O)(=O)c1c(C)[nH]c(=O)[nH]c1=O returned RTF Ca sens act -6, Wnt act -2, MITF TRPM1 HTS 1, Rtt109 HAT inh -1, CDK5 p35 inh 2.0, PvdQ acylase -9, HTR5A ag ctr 1, dFosB act 8, SR-BI HDL uptake 9 and SR-BI DiI-HDL act -9.
For CCOC(=O)c1ccc(NC(=O)c2nc[nH]c2C(=O)N[C@H](C)c2ccccc2)cc1 the results were RTF Ca sens act -6, Wnt act -5, MITF TRPM1 HTS -1, Rtt109 HAT inh 1, CDK5 p35 inh 1.3, PvdQ acylase 5, HTR5A ag ctr -5, dFosB act -9, SR-BI HDL uptake 18 and SR-BI DiI-HDL act -18.
For Cc1cc(=O)n(CC(C)C)c(O)c1C#N the results were RTF Ca sens act -2, Wnt act 1, Rtt109 HAT inh 7, CDK5 p35 inh 0.6, PvdQ acylase 9, HTR5A ag ctr -3, dFosB act -1, SR-BI HDL uptake -32 and SR-BI DiI-HDL act 32.

A draw from above in order of length of the SMILES, descending:
`COc1ccc(NC(=O)N(C)C[C@H]2Oc3ccc(NC(=O)CCN4CCOCC4)cc3C(=O)N([C@@H](C)CO)C[C@H]2C)cc1` gave RTF Ca sens act 8, Wnt act -2, MITF TRPM1 HTS -4, Rtt109 HAT inh -3, CDK5 p35 inh 0.7, PvdQ acylase -17, HTR5A ag ctr -1, dFosB act -9, SR-BI HDL uptake -27 and SR-BI DiI-HDL act 27.
For CCOC(=O)c1ccc(NC(=O)c2nc[nH]c2C(=O)N[C@H](C)c2ccccc2)cc1 the results were RTF Ca sens act -6, Wnt act -5, MITF TRPM1 HTS -1, Rtt109 HAT inh 1, CDK5 p35 inh 1.3, PvdQ acylase 5, HTR5A ag ctr -5, dFosB act -9, SR-BI HDL uptake 18 and SR-BI DiI-HDL act -18.
Screening COc1ccc2cc(C(=O)C3CCCN(C(=O)Cc4c(C)noc4C)C3)ccc2c1 (stereo not drawn) returned RTF Ca sens act 0, Wnt act 1, MITF TRPM1 HTS -3, Rtt109 HAT inh -3, CDK5 p35 inh 0.4, PvdQ acylase -11, HTR5A ag ctr -6, dFosB act -2, SR-BI HDL uptake 26 and SR-BI DiI-HDL act -26.
O=C(NCCN1CCN(Cc2ccccc2)CC1)Nc1cc(Cl)cc(Cl)c1 was read as RTF Ca sens act 4, Wnt act -2, MITF TRPM1 HTS -6, Rtt109 HAT inh 2, CDK5 p35 inh 1.1, PvdQ acylase -9, HTR5A ag ctr 0, dFosB act -16, SR-BI HDL uptake -7 and SR-BI DiI-HDL act 7.
COc1ccc(-c2cc3ccccc3oc2=O)cc1NC(=O)c1cccnc1 was read as RTF Ca sens act -1, MITF TRPM1 HTS 25, Rtt109 HAT inh 1, CDK5 p35 inh -1.5, PvdQ acylase 9, HTR5A ag ctr 5, dFosB act -8, SR-BI HDL uptake 40 and SR-BI DiI-HDL act -40.
Screening CCCCN(CC)S(=O)(=O)c1c(C)[nH]c(=O)[nH]c1=O returned RTF Ca sens act -6, Wnt act -2, MITF TRPM1 HTS 1, Rtt109 HAT inh -1, CDK5 p35 inh 2.0, PvdQ acylase -9, HTR5A ag ctr 1, dFosB act 8, SR-BI HDL uptake 9 and SR-BI DiI-HDL act -9.
For Cc1cc(=O)n(CC(C)C)c(O)c1C#N the results were RTF Ca sens act -2, Wnt act 1, Rtt109 HAT inh 7, CDK5 p35 inh 0.6, PvdQ acylase 9, HTR5A ag ctr -3, dFosB act -1, SR-BI HDL uptake -32 and SR-BI DiI-HDL act 32.

Remaining list, next part
CC(=O)Nc1nc(=O)c2ccccc2s1 was read as RTF Ca sens act 3, Wnt act 2, MITF TRPM1 HTS -3, Rtt109 HAT inh 3, CDK5 p35 inh 0.4, PvdQ acylase -7, HTR5A ag ctr -1, dFosB act 1, SR-BI HDL uptake 2 and SR-BI DiI-HDL act -2.
COc1ccc(C(=O)Nc2cccc(S(=O)(=O)N3CCCC3)c2)cc1S(=O)(=O)N1CCOCC1 was read as RTF Ca sens act -6, Wnt act -23, MITF TRPM1 HTS -9, Rtt109 HAT inh -4, CDK5 p35 inh -0.3, PvdQ acylase -7, HTR5A ag ctr -2, dFosB act -7, SR-BI HDL uptake 38 and SR-BI DiI-HDL act -38.
`O=c1c2ccccc2ncn1CCCCOc1ccc(Br)cc1` gave RTF Ca sens act -5, Wnt act -2, MITF TRPM1 HTS -2, Rtt109 HAT inh -2, CDK5 p35 inh 2.3, PvdQ acylase -20, HTR5A ag ctr -4, dFosB act -11, SR-BI HDL uptake -13 and SR-BI DiI-HDL act 13.
`O=[N+]([O-])c1ncccc1Oc1nc(-c2cccnc2)nc2ccccc12` gave RTF Ca sens act -1, Wnt act -1, MITF TRPM1 HTS -10, Rtt109 HAT inh 4, CDK5 p35 inh 0.4, PvdQ acylase -1, HTR5A ag ctr 4, dFosB act -2, SR-BI HDL uptake -7 and SR-BI DiI-HDL act 7.
For Cn1c(SCc2nn[nH]n2)nc2c1c(=O)n(Cc1ccccc1Cl)c(=O)n2C the results were RTF Ca sens act -1, MITF TRPM1 HTS 1, Rtt109 HAT inh 0, CDK5 p35 inh -0.4, PvdQ acylase 3, HTR5A ag ctr 1, dFosB act -2, SR-BI HDL uptake -37 and SR-BI DiI-HDL act 37.
For COc1ccc(CNC(=O)CCCn2nc([N+](=O)[O-])cc2C)cc1 the results were RTF Ca sens act 3, Wnt act -2, MITF TRPM1 HTS -4, Rtt109 HAT inh 4, CDK5 p35 inh 0.1, PvdQ acylase -1, HTR5A ag ctr 2, dFosB act 2, SR-BI HDL uptake -3 and SR-BI DiI-HDL act 3.
Screening CN(Cc1ccccc1)S(=O)(=O)CCNC(=O)c1ccc2c(c1)OCO2 returned RTF Ca sens act -2, Wnt act -1, MITF TRPM1 HTS -1, Rtt109 HAT inh -5, CDK5 p35 inh -2.6, PvdQ acylase -10, HTR5A ag ctr 6, dFosB act -14, SR-BI HDL uptake -19 and SR-BI DiI-HDL act 19.
For Cc1ccc2c(c1)C(=O)C(=O)N2CC(=O)Nc1ccccc1NC(=O)c1ccccn1 the results were RTF Ca sens act 6, Wnt act -3, MITF TRPM1 HTS 1, Rtt109 HAT inh -2, CDK5 p35 inh 1.2, PvdQ acylase -7, HTR5A ag ctr -1, dFosB act -10, SR-BI HDL uptake 17 and SR-BI DiI-HDL act -17.
For CCCCCn1c(=S)[nH]c2cc(C(=O)N3CCN(C(=O)OCC)CC3)ccc2c1=O the results were RTF Ca sens act -4, Wnt act 0, MITF TRPM1 HTS -2, Rtt109 HAT inh 0, CDK5 p35 inh -0.2, PvdQ acylase -6, HTR5A ag ctr 2, dFosB act -3, SR-BI HDL uptake 4 and SR-BI DiI-HDL act -4.
Screening COc1ccc(CSc2nc(CSC)cc(N3CCOCC3)n2)cc1 returned RTF Ca sens act 12, Wnt act -3, MITF TRPM1 HTS 1, Rtt109 HAT inh -5, CDK5 p35 inh 1.5, PvdQ acylase -1, HTR5A ag ctr 1, dFosB act -8, SR-BI HDL uptake 20 and SR-BI DiI-HDL act -20.
`Brc1ccc(-c2csc(N/N=C/c3cccnc3)n2)cc1` gave RTF Ca sens act 4, Wnt act 1, MITF TRPM1 HTS 33, Rtt109 HAT inh -15, CDK5 p35 inh 0.3, PvdQ acylase -15, HTR5A ag ctr 3, dFosB act -11, SR-BI HDL uptake 37 and SR-BI DiI-HDL act -37.
Screening COc1cccc(Oc2nnnn2-c2ccccc2)c1 returned RTF Ca sens act 0, Rtt109 HAT inh 0, CDK5 p35 inh 1.7, PvdQ acylase 4, HTR5A ag ctr 0, dFosB act -6, SR-BI HDL uptake 0 and SR-BI DiI-HDL act 0.
`COC(=O)C1=C[C@@H](C(=O)OC)[C@@H]2C3=C(C(=O)[C@]2(C)NC(=O)c2ccccc2)[C@H](C)n2c(=O)n(C)c(=O)n2[C@@H]3C1` gave RTF Ca sens act -8, Wnt act -1, MITF TRPM1 HTS 10, Rtt109 HAT inh -3, CDK5 p35 inh -1.6, PvdQ acylase -10, HTR5A ag ctr 0, dFosB act -2, SR-BI HDL uptake -18 and SR-BI DiI-HDL act 18.
For COc1ccc(CC(=O)NC2CC2)cc1OC the results were RTF Ca sens act -4, Wnt act -1, MITF TRPM1 HTS -4, Rtt109 HAT inh -2, CDK5 p35 inh -0.6, PvdQ acylase -3, HTR5A ag ctr 1 and dFosB act 2.

Compound activity as filed in PubChem.
